# Assay outcomes deposited in PubChem BioAssay by several laboratories.
# SDO1 yeast rescue: growth rescue of sdo1-depleted yeast, primary screen, S. cerevisiae, bone marrow failure model | S. cerevisiae sdo1-depleted JHY4D growth rescue, OD600 30 h; active compounds read high; pdr5 snq2 efflux-pump mutant strain | z-score at 10 µM | actives 0.21% (n = 140,000) | AID 817, 2007;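 active = z-score above 3 at both the 24 hr and the 30 hr optical density reads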;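 note: z-score against mean and SD of all compound wells on the same plate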
# INS promoter inh: inhibitors of insulin promoter-driven GFP, primary screen, imaging, TRM-6 cells (human fetal islet line), eGFP reporter, cell count. AID 1273, 2008. reporter expression induced with tamoxifen. actives 0.9% (n = 130,000). inhibition, % at 2 µM;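 active = inhibition above the mean plus 3 SD, with well images judged a real hit on visual review, cut at about 60% in these data, passing the limit was not always enough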
# SDO1 yeast rescue Rescue 24 h: recorded beside SDO1 yeast rescue, whose call it bears; z-score; S. cerevisiae sdo1-depleted JHY4D growth rescue, OD600; measured here: growth rescue at 24 h;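 0 is the plate mean of compound wells and units are plate SD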
# * hit, by the source's call; x = not tested or not shown. An excerpt; count on the stated rates, not on these rows.
# A first look (3 entries):
SDO1 yeast rescue | SDO1 yeast rescue Rescue 24 h | INS promoter inh | Compound
-0.33 | -0.75 | -19 | CN1CCCN=C1COC(=O)C(O)(c1ccccc1)C1CCCCC1 (stereo not given)
2.8 | 2.3 | x | Cc1cncn1CCc1nc2c3ccccc3nc(SCC(=O)Nc3cccc(Cl)c3)n2n1
0.31 | 0.27 | 23 | CC1Cc2ccccc2N1NC(=O)c1ccc(Cl)c(S(N)(=O)=O)c1 (stereo not given)

# This part in full (from the top)
SDO1 yeast rescue | SDO1 yeast rescue Rescue 24 h | INS promoter inh | Compound
-0.33 | -0.75 | -19 | CN1CCCN=C1COC(=O)C(O)(c1ccccc1)C1CCCCC1 (stereo not given)
2.8 | 2.3 | x | Cc1cncn1CCc1nc2c3ccccc3nc(SCC(=O)Nc3cccc(Cl)c3)n2n1
0.31 | 0.27 | 23 | CC1Cc2ccccc2N1NC(=O)c1ccc(Cl)c(S(N)(=O)=O)c1 (stereo not given)
0.12 | 0.85 | -31 | Cc1cccc2c1NC(=O)C2(c1ccc(O)cc1)c1ccc(O)cc1
-0.87 | -0.64 | 14 | C/C=C(/C)C(=O)OC(C)(C)[C@@H]1Cc2c(ccc3ccc(=O)oc23)O1
0.78 | 0.62 | -18 | COc1ccc(C2CNC(=O)C2)cc1OC1CCCC1 (stereo not given)
-0.32 | -0.44 | 14 | CCCCNc1ccc(C(=O)OCCN(C)C)cc1
-0.72 | -0.44 | 23 | O=C(O)CCC(=O)c1ccc(-c2ccccc2)cc1
-0.11 | -0.88 | 5 | CCn1cc(C(=O)O)c(=O)c2cnc(N3CCNCC3)nc21
-1.1 | -0.75 | 43 | CCCCCC(=O)O[C@]1(C(C)=O)CC[C@H]2[C@@H]3CCC4=CC(=O)CC[C@]4(C)[C@H]3CC[C@@]21C
0.41 | -0.44 | 27 | O=C(O)c1cccnc1Nc1cccc(C(F)(F)F)c1
0.85 | 1.2 | 3 | CC(=O)CCCCn1c(=O)c2c(ncn2C)n(C)c1=O
0.42 | -0.06 | 35 | COc1ccc(C[C@H]2COC(=O)[C@@H]2Cc2ccc(OC3OC(CO)C(O)C(O)C3O)c(OC)c2)cc1OC (stereo not given in full)
0.11 | 0.27 | 9 | C1COC(NC(C2CC2)C2CC2)=N1

# Some of the entries above in another layout.
mol	SDO1 yeast rescue	SDO1 yeast rescue Rescue 24 h	INS promoter inh
CN1CCCN=C1COC(=O)C(O)(c1ccccc1)C1CCCCC1 (stereo not given)	-0.33	-0.75	-19
CC(=O)CCCCn1c(=O)c2c(ncn2C)n(C)c1=O	0.85	1.2	3

# 3 compounds out of the list above, arranged by the number in SDO1 yeast rescue Rescue 24 h, high to low:
SDO1 yeast rescue | SDO1 yeast rescue Rescue 24 h | INS promoter inh | Compound
0.12 | 0.85 | -31 | Cc1cccc2c1NC(=O)C2(c1ccc(O)cc1)c1ccc(O)cc1
0.41 | -0.44 | 27 | O=C(O)c1cccnc1Nc1cccc(C(F)(F)F)c1
-0.33 | -0.75 | -19 | CN1CCCN=C1COC(=O)C(O)(c1ccccc1)C1CCCCC1 (stereo not given)
